# Screening results from PubChem BioAssay.
# hK5 inh: inhibitors of human kallikrein 5. Q9Y337. recombinant hK5, fluorogenic AMC substrate cleavage. inhibition, % at 5 µM. actives 0.59% (n = 210,000);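 active means inhibition of 40% or more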;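 further: 0% = enzyme controls without compound and 100% = no-enzyme blanks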
# Target sequence (Q9Y337 67-293 limits assumed): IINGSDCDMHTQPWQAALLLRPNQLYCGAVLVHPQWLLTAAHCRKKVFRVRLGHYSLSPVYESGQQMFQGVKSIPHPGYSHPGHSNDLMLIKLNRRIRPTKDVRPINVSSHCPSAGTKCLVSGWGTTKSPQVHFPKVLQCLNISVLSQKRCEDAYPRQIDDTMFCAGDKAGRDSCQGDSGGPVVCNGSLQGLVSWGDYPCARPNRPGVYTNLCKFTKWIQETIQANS
# TNF death inh: inhibitors of TNF-alpha induced necroptosis in Jurkat FADD-/- cells; Jurkat FADD-/- TNF necroptosis rescue, ATP luminescence, 24 h; 0 = TNF only, 100 = no-TNF cells; actives 0.068% (n = 220,000); activation (protection from cell death), % at 10 µM; AID 463075;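 active means activation, meaning protection from cell death, of at least 50% relative to plate controls; inactive means activation below 50%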;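 further: necroptosis triggered by 40 ng/mL TNF-alpha added together with compound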
# FXIIa inh: blocks human coagulation factor XIIa protease activity. inhibition, % at 5 µM. P00748. purified FXIIa, Boc-QGR-AMC fluorogenic substrate, 2 h. actives 0.3% (n = 220,000); in the data active means inhibition above about 40%;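 further: 0% = enzyme with no compound and 100% = blank without enzyme; many of its hits are not listed in these tables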
# L929 necroptosis: L929 zVAD cell death inhibition; L929 zVAD necroptosis rescue, ATP luminescence, 24 h; with zVAD 60 µM; viability rescue, % at 10 µM; actives 0.38% (n = 220,000);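 active means activation, scaled between plate controls, above about 75%, limit read from the data; inactive means activation under that limit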;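 further: 0% = zVAD with DMSO and 100% = DMSO alone without zVAD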
# Hck Nef HTS: blocks Nef-activated human Hck kinase; P08631; Recombinant Hck-YEEI plus Nef, Z-Lyte FRET kinase assay; inhibition, % at 20 µM; actives 0.68% (n = 220,000); AID 463187;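 active means Hck-Nef kinase inhibition above about 50%, limit read from the data; inactive means inhibition below that limit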;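 further: 0% = DMSO with Hck plus Nef and 100% = Hck alone without Nef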
# Target sequence (P08631 whole entry, looked up): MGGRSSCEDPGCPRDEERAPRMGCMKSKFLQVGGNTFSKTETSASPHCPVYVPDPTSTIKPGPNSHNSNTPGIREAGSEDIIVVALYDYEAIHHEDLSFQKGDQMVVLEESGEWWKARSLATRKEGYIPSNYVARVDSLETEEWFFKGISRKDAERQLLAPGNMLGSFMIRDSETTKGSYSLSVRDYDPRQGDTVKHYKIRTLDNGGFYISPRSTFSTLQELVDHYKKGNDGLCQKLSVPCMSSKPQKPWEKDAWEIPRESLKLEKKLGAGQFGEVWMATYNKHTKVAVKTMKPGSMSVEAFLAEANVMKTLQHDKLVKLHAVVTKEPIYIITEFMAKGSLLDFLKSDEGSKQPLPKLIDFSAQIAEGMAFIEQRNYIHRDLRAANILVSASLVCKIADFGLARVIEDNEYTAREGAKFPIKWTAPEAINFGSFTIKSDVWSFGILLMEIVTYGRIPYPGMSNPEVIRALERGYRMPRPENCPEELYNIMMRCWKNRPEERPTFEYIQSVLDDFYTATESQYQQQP
# thrombin 1536: thrombin (human) inhibition. P00734. alpha-thrombin, Boc-VPR-AMC fluorogenic substrate cleavage. inhibition, % at 5 µM. actives 0.26% (n = 220,000);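 active means inhibition at or above 40%; inactive means inhibition below 40%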;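 further: 0% = enzyme with no compound and 100% = wells without enzyme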
#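 Material: Human alpha-thrombin protein | Buffer or medium: pH 7.5 Tris-saline with Tween 20 | Reagent: Boc-VPR-AMC substrate, 15 µM final | Schedule: Reaction at ambient temperature | Detection: AMC fluorescence at 355 nm excitation and 460 nm emission | Evaluation: Percent inhibition scaled between no-compound controls and no-enzyme blanks | Controls: no-compound enzyme wells and no-enzyme blanks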
# FXIa inh: blocks human coagulation factor XIa protease activity | P03951 | purified FXIa, Boc-Glu-Ala-Arg-AMC fluorogenic substrate | inhibition, % at 5 µM | actives 0.14% (n = 220,000) | AID 798;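 active means inhibition of at least 40%; inactive means inhibition below 40%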;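 further: fluorescence of freed AMC excited at 355 nm; 0% = enzyme without compound and 100% = no enzyme blank; many of its hits are not listed in these tables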
# KCC2 mod: KCC2 (human) Cl- transport modulation | Q9H2X9 | KCC2 cells, thallium flux FluoZin-2 fluorescence | B-score of Tl+ flux slope (higher = more flux/activation; lower = inhibition) at 10 µM | actives 2.2% (n = 190,000) | AID 1456;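 active means thallium flux slope and its plate-corrected score both differing from the plate sample mean at a set confidence after two filtering rounds, in either direction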;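 further: slope of fluorescence scaled to starting intensity during 10 to 20 s after thallium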
# Rad51 HR inh: Rad51 (human) homologous recombination inhibition; Q06609; hRad51 DNA strand exchange, fluorescence dequenching; inhibition, % at 10 µM; actives 0.085% (n = 200,000);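 active means inhibition above 40% at the single screening dose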;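 further: 0% = DMSO control wells and 100% = blanks with heterologous ssDNA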
# Target sequence (Q06609 whole entry, looked up): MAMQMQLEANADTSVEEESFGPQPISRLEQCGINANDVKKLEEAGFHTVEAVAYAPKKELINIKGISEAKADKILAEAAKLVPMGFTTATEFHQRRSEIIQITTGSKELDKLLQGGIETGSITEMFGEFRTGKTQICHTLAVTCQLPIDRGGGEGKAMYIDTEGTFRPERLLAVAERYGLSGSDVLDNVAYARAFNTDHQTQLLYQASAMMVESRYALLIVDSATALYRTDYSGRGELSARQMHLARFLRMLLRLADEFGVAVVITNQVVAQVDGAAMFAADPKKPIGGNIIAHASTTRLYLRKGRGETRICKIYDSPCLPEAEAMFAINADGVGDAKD
#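 System: human Rad51 nucleoprotein filaments preassembled on unlabelled ssDNA. Reagent: labelled 47-mer dsDNA for strand exchange. Schedule: 30-min compound preincubation and 15-min exchange, both room temperature. Measured by: FRET fluorescence dequenching, excitation 485 nm, emission 520 nm. Read-out: Fluorescence-based percent inhibition, control- and blank-normalised. Benchmarks: plate controls and plate blanks.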
# * hit, by the source's call; / = no result given. Not all compounds are listed; the hit share may differ from the screen's.
SMILES,hK5 inh,TNF death inh,FXIIa inh,L929 necroptosis,Hck Nef HTS,thrombin 1536,FXIa inh,KCC2 mod,Rad51 HR inh
S=C(NCCNCc1ccccc1)NC1CCCCC1,3.5,-1.2,/,3.2,-35.0,-0.8,0.5,-0.52,-6.5
Nc1nnc(CCc2ccccc2)s1,-3.2,-0.8,14.7,1.3,0.6,-1.7,-1.0,0.05,-9.0
COc1ccc(N(C(=O)c2ccccc2)S(=O)(=O)c2cccs2)cc1,-10.4,-4.0,3.7,3.1,-5.7,-3.6,-5.8,-0.796,28.6
CCOC(=O)CCc1c(C)nc2cc(C3CCCN(C(=O)OC(C)(C)C)C3)[nH]n2c1=O (stereo not drawn),4.0,2.3,-5.8,2.3,1.0,-1.6,-9.1,/,/
COc1ccc(C2OC(=O)CC2C(=O)N2CCN(c3cc(Cl)ccc3C)CC2)cc1OC (stereo not drawn),0.6,-1.3,6.3,1.0,0.9,3.8,-7.1,/,6.7
CCN(CC)CC#CC(C)(C)OC(C)=O,/,-1.6,/,0.0,0.5,/,/,0.604,-7.1
CCCCOC(=O)Cn1c(=O)n(CC(=O)OCCCC)c2ccccc21,1.5,-0.4,4.4,-0.4,1.1,-3.4,-1.7,-0.584,13.7
O=C(N/C=C/c1ccco1)Nc1cccc(Cl)c1,-3.5,-1.3,5.0,-0.5,17.3,-5.2,-0.9,-0.358,-3.3
c1ccc(-c2c[n+]3c(n2-c2ccccc2)SCC3)cc1,0.2,-5.5,11.7,-0.1,9.6,1.1,-4.3,-0.135,6.4
Cc1cc(C)cc(C(=O)Nc2ccc(N3CCCC3)cc2)c1,-8.8,0.6,1.4,7.9,11.9,-1.6,-5.7,-0.5,-3.7
COc1cc(OC)cc(C(=O)NNC(=S)Nc2ccccc2OC)c1,-28.7,-0.4,8.3,-0.4,8.9,-1.0,6.6,1.64,/
COC(=O)c1ccc(CN2C(=O)c3ccccc3S2(=O)=O)cc1,4.1,1.5,15.2,2.2,-4.0,1.9,5.0,0.706,-4.4
Cc1ccc(NC(=O)CNCc2ccccc2)c(Br)c1,3.8,1.1,8.7,3.8,22.3,5.7,3.2,-1.7,-1.9
COCCNC(=O)Cn1nc(C)c([N+](=O)[O-])c1C,0.9,0.2,6.0,3.7,19.2,-7.5,-1.0,0.581,-1.5
CC(=O)N1CCc2ccccc2C1CC(=O)O (stereo not drawn),-5.9,-0.2,5.0,-0.5,-23.2,-7.5,3.9,0.404,-8.2
COC(=O)[C@H](CC(C)C)NC(=O)NCCC1=CCCCC1,-0.1,-0.8,6.3,1.0,8.1,-2.8,-6.2,0.168,11.1
CC(C)(C)c1ccccc1OCCOCCSc1ncccn1,-0.7,-0.8,6.3,0.3,-0.2,1.8,3.4,/,-8.9
O=C(NNc1nc(-c2ccc(F)cc2)cs1)c1ccccc1,-1.2,-2.7,9.3,0.2,12.6,-4.1,5.8,-4.24*,-11.5
O=C(NCC(c1cccnc1)N1CCN(c2ccccc2F)CC1)c1cccc(Cl)c1 (stereo not drawn),-30.1,-1.4,-0.7,0.0,-1.8,-9.7,-8.7,/,6.5
O=C(O)CC(c1ccccc1)c1ccccc1,-7.4,-2.1,2.6,0.1,-0.2,0.3,-3.8,0.738,4.8
O=C(COC(=O)C1COc2ccccc2O1)NC(=O)NC1CCCCC1 (stereo not drawn),-13.8,0.4,23.5,0.1,9.4,4.4,16.9,0.0606,-8.1
COc1cc(Nc2ccccn2)cc(C(=O)Nc2cccc(C(F)(F)F)c2)c1,-6.3,-0.3,-0.5,0.9,24.8,-7.0,-3.4,0.298,-5.7
CCN(CC)S(=O)(=O)c1ccc(N2CCCCC2)c(C(=O)Nc2ccccc2N2CCOCC2)c1,3.4,-2.2,10.6,-0.7,-0.5,-0.9,5.5,-0.515,4.4
COc1ccc(OC)c(/C=N\NC(=O)c2ccc(=O)n(C)c2)c1,-7.8,-0.1,8.7,0.1,4.6,-1.0,0.0,1.03,/
COc1ccc2nc3oc(C(=O)N4CCN(c5cccc(Cl)c5)CC4)cc3cc2c1,7.1,0.1,13.9,0.2,40.1,-1.3,-4.6,-1.27,4.2

# The results go on.
SMILES,hK5 inh,TNF death inh,FXIIa inh,L929 necroptosis,Hck Nef HTS,thrombin 1536,FXIa inh,KCC2 mod,Rad51 HR inh
Cc1ccc(C2=Nc3ccccc3N(C(=O)c3ccccc3)C(C)C2)cc1 (stereo not drawn),-11.0,-0.4,15.2,0.7,7.5,2.4,9.6,-0.991,/
Cc1cnc2ncc3sccc3c2c1,-7.6,0.0,5.5,/,4.0,-4.1,-1.4,-1.71,-31.2
Cc1ccc(C(=O)NCCc2sc(C)nc2C)cc1,-6.3,0.8,13.2,1.9,0.9,-7.1,-0.1,1.01,-1.4
NC(=O)CC(NC(=O)Cc1cccc2ccccc12)c1ccc(NCc2ccc(F)cc2)c([N+](=O)[O-])c1 (stereo not drawn),4.1,-0.4,11.5,0.5,45.7,3.4,4.3,0.172,6.3
COc1ccc(-n2ccnc2SCC(=O)NC2CCCC2)c(OC)c1,-3.8,1.4,-2.4,2.8,17.0,-10.9,-7.2,-0.165,1.1
COc1ccccc1C1C([N+](=O)[O-])=CC([N+](=O)[O-])=CN1C (stereo not drawn),-12.3,0.3,-4.3,1.6,-2.3,-9.1,-4.4,-4.93,-0.5
Cc1cc(Nc2ccccc2)n(C(=O)c2ccc(N)cc2)n1,1.7,-0.1,18.7,0.8,1.7,2.7,9.1,-0.0831,-2.1
CCOC(=O)c1sc(C)c2c(=O)n(CCCN3CCOCC3)cnc12,-18.8,0.6,-12.5,0.0,-1.9,-6.7,2.0,-0.105,-1.6
Cc1ccc(C(C)n2cc(C(=O)NCc3ccccn3)nn2)cc1 (stereo not drawn),1.2,2.9,7.2,0.3,25.3,0.5,3.0,0.778,7.9
Cc1cc(C)c2c(N)c3cccc(C)c3nc2n1,-23.9,-3.1,4.6,34.9,5.4,-20.7,3.9,0.179,-31.5
Cc1ccc(NC(=O)c2sc(Cl)nc2-c2ccccc2)cc1,-6.8,-2.5,-4.0,-0.6,3.2,-4.0,-12.0,-0.0715,-2.1
O=C(O)c1cccc(S(=O)(=O)Nc2ccccc2-c2ccccc2)c1,-6.9,0.7,1.5,1.0,13.3,-7.6,-4.1,-0.37,4.4
O=C(Oc1ccccc1)c1cc2ccccc2oc1=O,-8.7,0.7,3.3,0.7,11.9,-10.4,-2.2,-0.676,3.0
Fc1cccc(C[n+]2csc3ccccc32)c1,-4.7,-15.9,-7.0,-0.1,-1.6,-2.1,-0.3,0.497,-0.5
COc1cccc(-n2c(C)c3c(OC)cccc(=O)c3c2C)c1,4.8,-0.8,11.9,65.7,50.9*,1.1,-1.1,-1.44,-12.4
O=C(Cn1cnc2c(nnn2Cc2ccc(Cl)cc2)c1=O)N1CCCc2ccccc21,-4.6,-0.9,15.2,-0.4,-4.0,1.8,8.1,0.613,4.6
CCCOc1ccc(CC(=O)NCc2ccco2)cc1OC,5.0,-2.4,11.9,-0.7,-7.8,-0.9,0.2,-1.06,2.3
NC(=O)N=Nc1c2[nH]c3ccccc3nc-2c2ccccc12,2.1,-21.0,4.6,58.9,21.6,-6.8,1.2,-0.00605,/
CC(C)Nc1nc(NC(C)C)nc(SCCOC(=O)Nc2ccc(Cl)cc2Cl)n1,14.4,-0.9,4.9,/,-0.3,-1.4,25.9,-0.67,/
CC(C)CCn1nnnc1CN1CCN(C(c2ccccc2)c2ccccc2)CC1,1.7,-1.2,13.0,-1.0,0.6,1.6,-1.0,-0.253,-8.1
O=C(N/N=C/c1ccc(O)c(O)c1)C1c2ccccc2Oc2ccccc21,4.2,-8.6,19.8,1.6,12.0,1.8,8.6,-0.228,-5.7
CCC(=O)Nc1nc(C)c(Oc2ccccc2)c(=O)[nH]1,-1.9,0.4,6.0,0.7,-2.5,-0.1,-10.9,-0.658,2.6
CC(C)c1ccc2nc3sc(C(=O)N4CCc5ccccc5C4)c(N)c3cc2c1,6.4,-1.2,15.5,0.5,-3.7,0.8,4.0,-0.643,-17.0
CCN(CC)CCNC(=O)Cn1cnc2sc(C)c(S(=O)(=O)N3CCN(c4ncccn4)CC3)c2c1=O,-1.6,0.2,8.6,1.5,21.1,-15.5,-5.6,0.126,13.9
Cc1[nH]nc2c1C(c1ccc(Cl)cc1)C(C#N)=C(N)O2 (stereo not drawn),0.3,-2.7,20.1,0.0,1.9,-4.6,4.8,-1.37,-1.0

# (next part)
SMILES,hK5 inh,TNF death inh,FXIIa inh,L929 necroptosis,Hck Nef HTS,thrombin 1536,FXIa inh,KCC2 mod,Rad51 HR inh
O=C(O)c1ccc(N2CCCCC2)cc1O,2.0,2.4,6.2,0.5,3.7,-4.3,5.4,0.0237,-27.6
Cc1ccc2c(c1)-c1cc(C)nn1C(c1ccc3c(c1)OCO3)N2 (stereo not drawn),-6.8,-1.7,5.4,-0.5,4.8,-2.4,-1.2,1.01,/
CCCCNc1ccc(C(=O)Nc2cccc(C)n2)cc1[N+](=O)[O-],-13.4,-5.4,4.7,0.0,0.7,-4.3,5.9,/,0.1
Cc1ccc(NC(=O)c2cc([N+](=O)[O-])ccc2NCc2cccnc2)cc1Cl,4.2,-14.3,19.9,0.6,26.4,0.8,0.9,-0.187,-2.7
Cc1ccc(-n2nnc3c(=O)n(Cc4ccccn4)cnc32)cc1C,-5.3,0.7,4.1,1.8,18.6,-9.9,-0.3,-1.28,-5.7
CCN(CC)S(=O)(=O)c1cccc(-c2nnc(SCCOc3ccccc3C)o2)c1,-14.6,0.8,-2.0,1.9,-4.3,-13.0,-8.4,-1.29,-13.7

# Molecules shown so far that have a COOH group, in the order listed:
SMILES,hK5 inh,TNF death inh,FXIIa inh,L929 necroptosis,Hck Nef HTS,thrombin 1536,FXIa inh,KCC2 mod,Rad51 HR inh
CC(=O)N1CCc2ccccc2C1CC(=O)O (stereo not drawn),-5.9,-0.2,5.0,-0.5,-23.2,-7.5,3.9,0.404,-8.2
O=C(O)CC(c1ccccc1)c1ccccc1,-7.4,-2.1,2.6,0.1,-0.2,0.3,-3.8,0.738,4.8
O=C(O)c1cccc(S(=O)(=O)Nc2ccccc2-c2ccccc2)c1,-6.9,0.7,1.5,1.0,13.3,-7.6,-4.1,-0.37,4.4
O=C(O)c1ccc(N2CCCCC2)cc1O,2.0,2.4,6.2,0.5,3.7,-4.3,5.4,0.0237,-27.6

# Shown as labelled records: two of the compounds above
CCC(=O)Nc1nc(C)c(Oc2ccccc2)c(=O)[nH]1
  hK5 inh: -1.9
  TNF death inh: 0.4
  FXIIa inh: 6.0
  L929 necroptosis: 0.7
  Hck Nef HTS: -2.5
  thrombin 1536: -0.1
  FXIa inh: -10.9
  KCC2 mod: -0.658
  Rad51 HR inh: 2.6

CC(C)c1ccc2nc3sc(C(=O)N4CCc5ccccc5C4)c(N)c3cc2c1
  hK5 inh: 6.4
  TNF death inh: -1.2
  FXIIa inh: 15.5
  L929 necroptosis: 0.5
  Hck Nef HTS: -3.7
  thrombin 1536: 0.8
  FXIa inh: 4.0
  KCC2 mod: -0.643
  Rad51 HR inh: -17.0
